Screening results (PubChem BioAssay)
Caspase-7 inhib – qHTS Assay for Allosteric/Competitive Inhibitors of Caspase-7; Potency, µM (titrated, usually from 57.5 µM), for inactives: at the highest dose activity change, negative = inhibition, usual class: inhibitors; recombinant caspase-7, Ac-DEVD-AFC fluorescence rate; P55210; 0.02% of 75,000 active; AID 889, 2007; active means well fitted inhibition curve with a large enough effect in the main read-out, with a control signal flat, not every such curve was filed as active; inconclusive means small, poorly fitted or top-dose-only effect, or a change in a side signal; further: potency means the concentration at half of the fitted maximal effect; % of control where 0% means no effect
Tau filament bind – qHTS Assay for Tau Filament Binding; Potency, µM (top dose mostly 57.1 µM), inactives show at the highest dose activity change, negative = inhibition; 2% of 71,000 active; Microtubule-associated protein tau (Homo sapiens), P10636; recombinant tau filaments, thioflavin S fluorescence, 15 h; filaments grown with octadecylsulfate alongside compound;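 further: potency means the concentration at half of the fitted maximal effect; on the % scale 0 is the no-effect control and ±100 the full control effect; actives lower thioflavin S fluorescence by blocking filaments or displacing dye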
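His-tagged recombinant human tau (exons 2, 3, 10; 1 uM final) fibrillized with 30 uM sodium octadecylsulfate, 15 h at 37 C, in pH 7.4 HEPES buffer with 10 uM thioflavine S and 5 mM DTT. Reduced ThS fluorescence (450/510 nm) marks activity.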
USP2a inhib – qHTS Assay for Inhibitors of Ubiquitin-specific Protease USP2a; Potency, µM (doses to about 38.3 µM), for inactives: at the highest dose activity change, negative = inhibition, actives largely listed as inhibitors; USP2a enzymatic assay, qHTS inhibition; 0.1% of 60,000 active; Ubiquitin carboxyl-terminal hydrolase 2 (Homo sapiens), O75604; AID 927, 2007;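 further: potency means the concentration at half of the fitted maximal effect; nearly all actives have a fitted effect of over 60% in size; plate controls were DMSO for no effect and NEM full inhibition control for full effect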
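USP2 core (20 nM final) was preincubated with compound for 30 min at RT in 20 mM Tris-HCl pH 8.0, 2 mM CaCl2, 2 mM beta-mercaptoethanol; Ub-PLA2 (20 nM) plus NBD C6-HPC (20 uM) then added, fluorescence read after 2.5 h.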
BRCT PPI green – qHTS Assay for Inhibitors of BRCT-Phosphoprotein Interaction (Green Fluorophore); Breast cancer type 1 susceptibility protein (Homo sapiens), P38398; BRCA1 BRCT-phosphopeptide binding, green fluorescence polarization; Potency, µM (titrated, usually from 76.9 µM), inactives show top-dose activity change, negative = inhibition, most hits filed as inhibitors; 0.05% of 75,000 active; AID 875, 2007;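 further: potency means the concentration at half of the fitted maximal effect; plate controls were peptide without protein for full effect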
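Fluorescence polarization: His-tagged BRCT (~35 kDa BRCA1 C-terminus, 250 nM) bound to 100 nM fluorescein-labeled phosphorylated 10-aa BACH1 peptide, pH 7.3 phosphate buffer with DTT and Tween 20. Compounds incubated 12 min at room temperature; inhibition read as lowered polarization.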
A350 autofl – qHTS Assay for Spectroscopic Profiling in A350 Spectral Region. 11% of 59,000 active. Compound autofluorescence, 340/450 nm, Alexa 350 dye-equivalents; stronger effect = higher value. max dye-equivalent concentration, M; in the data active means max dye-equivalent concentration above about 10 nM; inconclusive means mostly about 1.1 nM to 9.6 nM
BRCT inh red – qHTS Assay for Inhibitors of BRCT-Phosphoprotein Interaction (Red Fluorophore). Breast cancer type 1 susceptibility protein (Homo sapiens), P38398. Potency, µM (titrated, usually from 76.9 µM), for inactives: at the top dose activity change, negative = inhibition, most hits filed as inhibitors. 0.03% of 75,000 active. BRCT-phosphopeptide binding, red fluorescence polarization. AID 892, 2007; further: on the % scale 0 is the no-effect control and ±100 the full control effect
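Rhodamine-labelled pBACH1 10-mer (100 nM) bound to BRCT domain (100 nM) at pH 7.3; compounds incubated 12 min room temperature, polarization read. Free peptide defines full inhibition; unlabelled decapeptide titrated as control.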
Luciferase inh – qHTS Assay for Inhibitors of Firefly Luciferase. Luciferin 4-monooxygenase (Photinus pyralis), P08659. purified firefly luciferase, luminescence, 8 min. Potency, µM (highest dose often 57.1 µM), for inactives: at the highest dose activity change, negative = inhibition, usual class: inhibitors. 2.2% of 72,000 active. AID 411, 2009; further: potency means the concentration at half of the fitted maximal effect; on the % scale 0 is the no-effect control and ±100 the full control effect; nearly all actives have a fitted effect of over 40% in size
Target sequence (P08659 whole entry, looked up): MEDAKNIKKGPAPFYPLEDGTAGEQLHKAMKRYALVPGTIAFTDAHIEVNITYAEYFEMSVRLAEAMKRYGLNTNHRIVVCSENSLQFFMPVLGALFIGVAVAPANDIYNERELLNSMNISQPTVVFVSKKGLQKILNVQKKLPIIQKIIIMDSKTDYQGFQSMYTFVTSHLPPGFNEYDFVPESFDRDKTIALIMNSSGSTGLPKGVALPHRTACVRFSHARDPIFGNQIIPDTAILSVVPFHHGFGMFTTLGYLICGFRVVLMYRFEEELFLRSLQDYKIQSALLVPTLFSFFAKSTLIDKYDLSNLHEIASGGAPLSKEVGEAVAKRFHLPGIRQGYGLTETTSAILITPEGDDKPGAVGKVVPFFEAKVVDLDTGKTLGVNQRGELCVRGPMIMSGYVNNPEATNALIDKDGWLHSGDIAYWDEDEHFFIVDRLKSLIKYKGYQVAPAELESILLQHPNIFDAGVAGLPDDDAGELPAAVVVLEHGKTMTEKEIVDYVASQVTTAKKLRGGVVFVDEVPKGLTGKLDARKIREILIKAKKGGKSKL
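Here, luciferase activity is measured as luminescence following an 8 min room-temperature reaction at 10 uM ATP, pH 7.2. Every library sample is titrated.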
HEK293 cAMP ctrl – qHTS Assay for Agonists of the Thyroid Stimulating Hormone Receptor: Activators of Intracellular cAMP Concentrations in Parental HEK 293; parental HEK293 CNG cAMP sensor, membrane potential fluorescence; Potency, µM (top dose mostly 57.1 µM), without a hit: top-dose activation, usual class: activators; 2.5% of 73,000 active; AID 938, 2007; further: potency means the concentration at half of the fitted maximal effect; % of control where 0% means no effect; nearly all actives have a fitted effect of over 55% in size
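Parental HEK 293 cells stably expressing a cAMP-gated CNG channel were loaded with membrane potential dye containing 100 uM RO 20-1724 for 60 min. Compound added for 30 min; depolarization read as fluorescence intensity at 590 nm.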
CRE-bla Fsk – Cell signaling CRE-BLA (Fsk stim) | CHO CRE-bla reporter (cAMP response element driving beta-lactamase), forskolin EC10, beta-lactamase ratio | Potency, µM (highest dose often 38.2 µM), without a hit: top-dose activity change, negative = inhibition, usual class: activators | 2.5% of 71,000 active; active means well fitted activation curve with a large enough effect in the signal ratio, with a control signal flat, not every such curve was filed as active; inconclusive means small, poorly fitted or top-dose-only effect, or effect the other way, or a change in a side signal; the % refers to the signal ratio; further: potency means the concentration at half of the fitted maximal effect; % of control where 0% means no effect
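AC50 values, positive or negative, reflect shifts in EC10 NKH 477-induced CRE-bla reporter activity in CHO cells. Incubation lasted 3 h at 37 °C before CCF4 substrate (2 h, room temperature) and ratiometric 460/530 nm reading.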
ERK AVP inh – qHTS Assay for Inhibitors of the ERK Signaling Pathway using a Homogeneous Screening Assay. HEK293-V1b, vasopressin-stimulated pERK AlphaScreen. Potency, µM (doses to about 57.5 µM), for inactives: at the top dose activity, negative = inhibition, actives largely listed as inhibitors. 0.99% of 72,000 active. AID 995, 2007; further: potency means the concentration at half of the fitted maximal effect; on the % scale 0 is the no-effect control and ±100 the full control effect; nearly all actives have a fitted effect of over 55% in size
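Overnight-seeded V1b-HEK293 cells in 1% FBS got compound, then vasopressin (25 nM final, 5 min, 37C), then lysis buffer. AlphaScreen detection of phospho-ERK; activity normalized to basal and full-stimulation controls.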
Caspase-1 inhib – qHTS Assay for Allosteric/Competitive Inhibitors of Caspase-1; Caspase-1 enzyme, Ac-WEHD-AFC fluorogenic rate; 0.03% of 75,000 active; Potency, µM (highest dose often 57.5 µM), for the others: at the highest dose activity change, negative = inhibition, usual class: inhibitors; AID 900, 2007;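 further: potency means the concentration at half of the fitted maximal effect; plate controls were vehicle for no effect and no substrate for full effect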
Target sequence (P29466 120-297 limits assumed): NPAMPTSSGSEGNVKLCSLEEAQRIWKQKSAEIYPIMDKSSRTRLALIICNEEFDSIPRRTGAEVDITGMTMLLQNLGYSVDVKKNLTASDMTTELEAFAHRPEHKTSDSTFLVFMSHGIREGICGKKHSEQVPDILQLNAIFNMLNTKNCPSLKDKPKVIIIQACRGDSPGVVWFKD
Target sequence (P29466 317-404 limits assumed): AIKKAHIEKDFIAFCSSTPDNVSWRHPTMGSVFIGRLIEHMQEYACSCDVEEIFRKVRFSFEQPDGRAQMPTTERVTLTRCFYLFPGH
* marks the source's active call; other numbers are inactive results; i = inactive; ? = inconclusive; . = not tested or not shown; & = joins results of further samples; [ ] = remark or other dose. Unless noted, the call rests on the fitted dose curve; in most records, active means well fitted curve in the direction sought with a large enough effect; inconclusive means small, poorly fitted or top-dose-only effect, or another doubt; inactive means no such curve, though single readings can be large; an effect the other way counts as inactive or inconclusive.

SMILES	Caspase-7 inhib	Tau filament bind	USP2a inhib	BRCT PPI green	A350 autofl	BRCT inh red	Luciferase inh	HEK293 cAMP ctrl	CRE-bla Fsk	ERK AVP inh	Caspase-1 inhib
Cc1noc(C)c1COC(=O)c1ccc2ccccc2n1	0%	2%	5%	-1.1%	i	0.2%	-2%	-1%	-5%	-7%	1%
CC(=O)N1CCC2(CC1)CN(C(c1ccccc1)c1ccccc1)C2	-1%	-11%	-20%	1.2%	i	-2.3%	-7%[11.4 µM]	2%	0%	-7%	-4%
CN=C(N)NCCC[C@H](N)C(=O)O	-2%&3%	?	-4%	0.7%&-1.8%	?	-0.4%&-2.8%	-20%&-4%	-1%&5%	?	5%&8%	-2%&0%
COc1ccc(C(=O)Nc2nc3ccccc3[nH]2)cc1OC	-1%	6%	1%	0.8%	i	-0.4%	25µM*	11%	?	-3%	-2%
COC(=O)C(C)Sc1nnc(Cc2cc(=O)[nH]c(=O)[nH]2)n1-c1cc(C)ccc1C (stereo unspecified)	-1%	-1%	.	-0.1%	.	0.1%	2%	14%	-3%	-6%	3%
CN1C[C@H](c2ccccc2)C(O)([C@]2(c3ccccc3)CN(C)C[C@@H](c3ccccc3)C2=O)[C@H](c2ccccc2)C1 (stereo partly specified)	-2%[11.5 µM]	-1%[11.4 µM]	.	-2.5%[15.4 µM]	?	0.6%[15.4 µM]	0%[11.4 µM]	5%[11.4 µM]	10%[7.6 µM]	-1%[11.5 µM]	2%[11.5 µM]
COc1ccc(OC)c(NC(=O)CSCc2cnn(-c3ccccc3)c2-n2cccc2)c1	-2%	-6%	7%	0.4%	i	-0.5%	-1%	25µM*	?	15%	-2%
COc1cccc(S(=O)(=O)NCc2ccc(C(=O)NCC3CCCO3)cc2)c1 (stereo unspecified)	1%	7%	0%	-0.9%	i	-0.5%	1%	13%	-5%	13%	-1%
C/C(=N/S(=O)(=O)c1ccc(Cl)c(Cl)c1)OCC(C)(C)C	-1%[11.5 µM]	14%[11.4 µM]	.	-0.1%[15.4 µM]	?	-0.4%[15.4 µM]	3%[11.4 µM]	4%[11.4 µM]	-11%[7.6 µM]	-2%[11.5 µM]	0%[11.5 µM]
O=C(CC1NCCNC1=O)Nc1ccc(Oc2ccccc2)cc1 (stereo unspecified)	-1%	2%	0%	-1.5%	i	-1.2%	-1%	12%	-1%	-13%	2%
CCN1CCn2c1nc(N1CCOCC1)nc2=O	0%	-3%	2%	-7.1%	?	-2.4%	1%	1%	?	-3%	0%
COC(=O)c1cccc(N2C(=O)c3cccnc3C2=O)c1	-3%	-8%	2%	2.1%	i	-1.1%	5%	-6%	-3%	5%	-4%
Cc1ccc(S(=O)(=O)n2nc(C)c(Br)c2C)c(C)c1C	-1%	17%	-5%	-1.1%	i	0.1%	0%	?	?	-29%	2%
O=C(CSc1nnc(-c2cnccn2)n1Cc1ccco1)c1ccccc1	-1%	6%	-6%	-2.3%	i	-0.3%	3%	3%	?	-8%	-2%
Cc1cccc(-c2nc(CS(=O)CC(=O)N3CCN(C)CC3)c(C)o2)c1 (stereo unspecified)	-1%	-11%	.	0.8%	.	0.9%	2%	22%	-3%	3%	2%
CCOc1ccc(NC(=O)C2CC(=O)N3CCCN=C3S2)cc1 (stereo unspecified)	-2%	-22%	22%	1.4%	i	2.6%	1%	6%	-2%	-6%	-5%
Nc1ccc(N=Nc2ccc(-c3ccc(O)cc3)cc2)c2ccc(S(=O)(=O)O)cc12	-5%[11.5 µM]	2.5µM*	.	1.3%[15.4 µM]	i	-2.2%[15.4 µM]	3.2µM*	-1%[11.4 µM]	-15%[7.6 µM]	-10%[11.5 µM]	0%[11.5 µM]
CCOC(=O)C1=C(C)NC(=O)C(C#N)C1c1ccco1 (stereo unspecified)	-1%	-8%	-4%	-2.8%	i	-1.0%	3%	8%	23%	7%	-1%
Cn1c(=O)c2c(nc(NCc3ccccc3)n2C)n(C)c1=O	0%	4%	1%	-2.4%	.	0.9%	-8%	?	?	2%	2%
O=C(O)CNC(=O)c1ccc2c(c1)OCCO2	1%	14%	-1%	2.0%	i	-1.2%	2%	5%	0%	?	-1%
CCc1ccccc1Nc1ccc(C(=O)O)cc1N	-2%	0%	-17%	-1.0%	?	-0.7%	-4%	6%	1%	0%	0%
O=S(=O)(c1ccc(N2CCCC2c2nc3ccccc3s2)nc1)N1CCOCC1 (stereo unspecified)	-3%	3%	22%	-0.3%	i	0.1%	1%	20%	12%	6%	-4%
CC1(C)CC(=O)C(CC2=C(O)CC(C)(C)CC2=O)C(=O)C1	0%	4%	-11%	-1.6%	i	-0.5%	0%	10%	5%	8%	-1%
Cc1cccc(C(=O)N2CCN(Cc3ccc4c(c3)OCO4)CC2)c1	0%	-29%	.	1.7%	.	0.8%	0%	8%	-10%	.	-2%
C=CCOc1ccccc1CNCc1cccnc1	0%[0.00368 µM]	-3%	-4%	2.2%	i	-0.4%	2%	14%	3%	6%	-1%
Next part.
SMILES	Caspase-7 inhib	Tau filament bind	USP2a inhib	BRCT PPI green	A350 autofl	BRCT inh red	Luciferase inh	HEK293 cAMP ctrl	CRE-bla Fsk	ERK AVP inh	Caspase-1 inhib
Cc1ccc(C)c(S(=O)(=O)NCCOC(=O)Nc2sc(=S)n(C)c2C)c1	-1%	-14%[11.4 µM]	26%[7.66 µM]	-0.2%	.	1.0%	2%	-12%[11.4 µM]	?	9%	-1%
CC(=O)c1ccc(N2CCN(CCC#N)CC2)c(F)c1	-2%	.	.	-0.6%	.	1.5%	.	-8%	.	.	0%
COc1ccccc1NC(=O)N(Cc1ccco1)Cc1cc2c(C)ccc(C)c2[nH]c1=O	0%	37%	.	0.6%	i	0.2%	-3%	27%	?	28%	-4%
COCCN(CC(=O)NCc1ccc(F)cc1)C(=O)CCC(=O)Nc1nccs1	1%	-1%	.	-2.9%	i	-1.1%	1%	8%	4%	-11%	-3%
O=C(NCCN1CCC(Cc2ccccc2)CC1)C1CCCN(S(=O)(=O)c2cnc[nH]2)C1 (stereo unspecified)	1%	0%	.	-3.1%	.	0.9%	2%	-1%	-1%	3%	-3%
O=C1CC(N2CCN(C3CCc4ccccc4C3)CC2)C(=O)N1c1ccccc1 (stereo unspecified)	2%	15%	7%	-1.0%	.	-1.2%	1%	25µM*	-3%	-12%	-1%
Nc1nc(-c2ccco2)nc(N2CCCCC2)n1	-1%	5%	-7%	-1.4%	i	-0.9%	-4%	5%	?	-6%	-4%
Cc1cc(C(C)(C)C)cc(C)c1COC(=O)C1CCC(=O)N1 (stereo unspecified)	-1%	-11%	5%	-2.2%	i	-2.6%	2%	12%	19%	-12%	2%
CCC(C)Sc1nc2c(c(=O)[nH]c(=O)n2C)n1CCc1ccccc1 (stereo unspecified)	-3%	16%	1%	0.9%	i	0.2%	1%	32µM*	7.9µM*	?	1%
O=S(=O)(c1ccc(S(=O)(=O)N2CCN(C/C=C/c3ccccc3)CC2)cc1)N1CCCC1	-1%	3%	-1%	-1.4%	i	0.4%	-1%	-6%	2%	?	-3%
CCC1(CC)Cc2ccccc2C(N)=C1C#N	-4%	-20%	-5%	-0.7%	i	-2.4%	2%	?	1%	-3%	2%
CC1CCCCC1NS(=O)(=O)c1ccc(S(=O)(=O)NCc2ccncc2)cc1 (stereo unspecified)	-1%[0.00368 µM]	6%	-17%	-0.6%	i	0.5%	1%	21%	?	-7%	-1%
COc1ccc(-c2nnc3sc(C(C)N4C(=O)c5ccccc5C4=O)nn23)cc1 (stereo unspecified)	-7%	28%	.	-0.8%	.	-1.5%	0%	8%	10µM*	-10%	0%
COCCN(CC(=O)Nc1ccccc1C)S(=O)(=O)c1ccc(S(=O)(=O)N2CCCC2)cc1	0%	-4%	10%	-2.4%	?	-0.4%	2%	16%	-6%	-1%	0%
Nc1nc2ncc(CNc3ccc(C(=O)N[C@@H](CCC(=O)O)C(=O)O)cc3)nc2c(=O)[nH]1	-9%	3%[25.6 µM]	-10%[17.1 µM]	-6.2%	3.7e-07M*	-1.1%	14%[25.5 µM]	-21%[25.6 µM]	5%[17.1 µM]	?	-4%

Rows were taken by chance. Share with any hit: about 16%.
